Screening data (PubChem BioAssay)
RTF Ca sens inh = cardiac RTF calcium desensitization. actives 0.12% (n = 340,000). P19429+P45379. IANBD-labeled cardiac RTF, Ca2+ fluorescence. inhibition, % at 7.15 µM. AID 493244;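 active = inhibition above the mean inhibition of all tested compounds plus 3 SD, cut at about 17% in these data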;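 note: assay run at fixed EC70 calcium of 1.6 mM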
MOR-DOR ag = OPRM1-OPRD1 heterodimerization agonism | P35372+P41143 | cells, luminescence | activation, % at 9.3 µM | actives 0.3% (n = 340,000); in the data active = activation above about 18%;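 note: 0% = vehicle-treated cells and 100% = reference agonist; values of inactives mirror those of a sister screen read the other way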
cardiac RTF act = increases calcium sensitivity of human cardiac regulated thin filaments. P19429+P45379. IANBD-labeled TnC RTF fluorescence at EC20 calcium; 0% EC20 calcium, 100% full calcium. activation, % at 7.2 µM. actives 0.24% (n = 340,000). AID 493008;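 active = activation above the mean over all tested compounds plus 3 SD, cut at about 30% in these data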;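 note: rise in fluorescence read as greater calcium sensitivity of cardiac thin filaments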
CAL-PDZ inh HTS = blocks peptide binding to the human CAL PDZ domain; purified CAL PDZ, TMR-peptide fluorescence polarization, 1 h; AID 602252; inhibition, % at 24.9 µM; actives 0.92% (n = 300,000);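 active = mean inhibition of at least 30% with at least half of replicates also reaching 30%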;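 note: 0% = DMSO neutral control and 100% = excess unlabeled competitor peptide PRC23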
MOR-DOR inv ag = mu-delta opioid heterodimer inverse agonism; cell-based MOR-DOR heterodimer luminescence; inhibition, % at 9.3 µM; actives 0.21% (n = 340,000); AID 504357; in the data active = inhibition above about 22%, passing the limit was not always enough;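 note: 0% = cells with DMSO and 100% = wells without cells with DMSO; values of inactives mirror those of a sister screen read the other way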
HTR5A ag ctr = HTR5A agonism, opioid heterodimer counter-screen | P47898 | HTR5A agonist assay, luminescence, cell-based | activation, % at 9.3 µM | actives 0.61% (n = 340,000) | AID 504692; in the data active = activation mostly above about 9.5%, no sharp cut-off; inactive = mostly below about 7.6%;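 note: 0% = cells with vehicle only and 100% = reference agonist; strong numbers were not always called active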
Target sequence (P47898 whole entry, looked up): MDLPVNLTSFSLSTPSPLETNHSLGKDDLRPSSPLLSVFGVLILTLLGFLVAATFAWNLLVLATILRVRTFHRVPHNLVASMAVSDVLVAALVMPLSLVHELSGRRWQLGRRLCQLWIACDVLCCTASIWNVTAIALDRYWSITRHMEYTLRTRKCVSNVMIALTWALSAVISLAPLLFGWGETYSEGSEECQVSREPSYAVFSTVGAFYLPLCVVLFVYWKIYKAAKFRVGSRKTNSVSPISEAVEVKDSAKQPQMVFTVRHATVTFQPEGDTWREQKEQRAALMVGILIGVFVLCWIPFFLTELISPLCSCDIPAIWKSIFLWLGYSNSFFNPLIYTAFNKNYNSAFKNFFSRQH
V-ATPase pHluor = yeast V-ATPase proton transport regulation by pHLuorin. S. cerevisiae, pHLuorin cytosolic pH fluorescence. response, % at 10 µM. actives 0.37% (n = 350,000). AID 504577; in the data active = response mostly above about 7.3%, no sharp cut-off; inactive = mostly below about 5.4%; note: actives read high; inactives centre near 0; some compounds called inactive have numbers as strong as hits; reference of the scale not given here
C-LANA FP = KSHV C-LANA DNA binding inhibition; MBP-C-LANA/FAM-LBS DNA binding, fluorescence polarization; inhibition, % at 9 µM; actives 0.078% (n = 340,000);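 active = highest replicate inhibition at or above 60% at 9 µM, even if other replicates fall short; inactive = all replicates below 60% inhibition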;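 note: 0% = neutral control wells and 100% = 4 µM acridine orange control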
Keap1 Nrf2 FP = Keap1-Nrf2 (human) interaction inhibition; Q14145; Keap1 Kelch-Nrf2 peptide fluorescence polarization, 1536-well; inhibition, % at 9.4 µM; actives 0.15% (n = 340,000); in the data active = inhibition above about 12%;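 note: human Keap1 Kelch domain with fluorescein labeled Nrf2 9mer peptide probe; 0% = neutral control wells and 100% = peptide positive control; higher means more block of Keap1 binding to Nrf2 peptide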
Target sequence (Q14145 whole entry, looked up, the tested form may be a part): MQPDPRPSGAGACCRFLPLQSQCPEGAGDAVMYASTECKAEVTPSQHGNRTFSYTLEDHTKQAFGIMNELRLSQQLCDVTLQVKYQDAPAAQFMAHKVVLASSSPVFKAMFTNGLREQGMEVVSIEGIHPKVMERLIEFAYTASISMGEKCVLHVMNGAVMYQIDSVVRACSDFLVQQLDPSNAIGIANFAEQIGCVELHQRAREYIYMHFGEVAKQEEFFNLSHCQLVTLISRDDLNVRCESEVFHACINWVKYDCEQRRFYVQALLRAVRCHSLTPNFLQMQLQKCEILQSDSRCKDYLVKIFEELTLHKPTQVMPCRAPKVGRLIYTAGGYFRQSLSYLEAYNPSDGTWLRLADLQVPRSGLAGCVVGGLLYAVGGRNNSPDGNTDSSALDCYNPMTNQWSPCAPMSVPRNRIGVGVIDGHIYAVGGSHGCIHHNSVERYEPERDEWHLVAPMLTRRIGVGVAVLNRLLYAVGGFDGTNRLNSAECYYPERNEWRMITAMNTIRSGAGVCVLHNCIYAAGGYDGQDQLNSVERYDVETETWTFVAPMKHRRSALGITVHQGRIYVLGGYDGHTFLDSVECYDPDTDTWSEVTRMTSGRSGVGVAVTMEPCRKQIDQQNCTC
HTR5A inv ctr = HTR5A inverse agonism, opioid heterodimer counter-screen; P47898; actives 0.083% (n = 340,000); inhibition, % at 9.3 µM; HTR5A cell line, luminescence; in the data active = inhibition mostly above about 23%, no sharp cut-off; inactive = mostly below about 18%;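 note: 0% = cells with DMSO and 100% = no-cell wells with DMSO; some compounds called inactive have numbers as strong as hits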
Active calls of the source: *; x = not tested or not shown.

SMILES	RTF Ca sens inh	MOR-DOR ag	cardiac RTF act	CAL-PDZ inh HTS	MOR-DOR inv ag	HTR5A ag ctr	V-ATPase pHluor	C-LANA FP	Keap1 Nrf2 FP	HTR5A inv ctr
S=c1[nH]nc(C2CCCCC2)n1/N=C/c1ccccn1	0	-0.4	-7	7	3	3	0	-0.3	0	-9
COC(=O)c1sccc1NC(=S)Nc1ccc(C)cc1	-1	-2.3	2	5	12	2	-2	0.2	-6	5
COc1ccc(-c2cn(CC3CCCCC3)nn2)cc1	-4	-1.6	-2	-1	9	9	2	2.7	3	-17
Cc1ccc(C)c(Nc2nc3nonc3nc2N2CCOCC2)c1	-1	-0.9	3	3	5	2	-2	-0.2	-1	-9
CCC(NS(=O)(=O)c1ccc(C)cc1)C(=O)N1CCOCCOCCOCCOCC1 (configuration not stated)	-18	0.1	-3	0	-1	-2	1	-0.2	-2	6
Cc1onc(C(=O)N2CCN(C(c3ccccc3)c3ccccc3)CC2)c1[N+](=O)[O-]	-12	16	5	0	-81	13*	2	0.5	-4	-33
Cc1cccc(C)c1NC(=O)CN1CCN(C(=O)CN2C(=O)NC3(CCCCC3C)C2=O)CC1 (configuration not stated)	-5	0.1	-5	x	0	-2	-1	1.5	-1	15
CSCc1cc(N(C)c2ccccc2)nc(-c2ccccc2)n1	1	0.6	-2	-4	-3	2	3	-0.2	-3	-9
c1ccc(-c2nnc(N3CCOCC3)nc2-c2ccccc2)cc1	-1	3.3	6	-6	-18	5	4	-1.7	-2	-31
CC(CCc1ccccc1)N1CCN(Cc2ccccc2)CC1 (configuration not stated)	-3	0.7	7	-4	-3	-3	-4	-0.3	1	25

Three compounds out of the list above, sorted by the number in CAL-PDZ inh HTS, largest number first.
structure	CAL-PDZ inh HTS
Cc1onc(C(=O)N2CCN(C(c3ccccc3)c3ccccc3)CC2)c1[N+](=O)[O-]	0
CC(CCc1ccccc1)N1CCN(Cc2ccccc2)CC1 (configuration not stated)	-4
c1ccc(-c2nnc(N3CCOCC3)nc2-c2ccccc2)cc1	-6

Continuation:
SMILES	RTF Ca sens inh	MOR-DOR ag	cardiac RTF act	CAL-PDZ inh HTS	MOR-DOR inv ag	HTR5A ag ctr	V-ATPase pHluor	C-LANA FP	Keap1 Nrf2 FP	HTR5A inv ctr
O=C(c1cc(-c2ccc(F)cc2)no1)N1CCN(Cc2ccc3c(c2)OCO3)CC1	-6	2.8	4	x	-14	-1	-3	0.6	-3	1
CC(=O)c1c(C)[nH]c(C(=O)OCC(=O)Nc2ccc(Cl)c(S(=O)(=O)N(C)C)c2)c1C	-1	0.8	-3	6	-4	1	-1	0.5	-1	6
Cc1ccc(/C=N\NC(=O)Cn2c(C)nc3ccccc32)o1	4	x	-2	-4	x	x	2	-0.4	-3	x
CNC(=S)N(CCc1ccc(OC)c(OC)c1)C1CC(=O)N(c2ccccc2)C1=O (configuration not stated)	-8	1.2	7	x	-6	2	4	-0.1	-4	-28
Cn1cccc1/C=N/NC(=O)C(O)c1ccccc1 (configuration not stated)	0	-3.9	3	-6	19	-2	-2	1.0	-4	5
CC1CC(NC(=O)c2cnc3n(c2=O)CCS3)CC(C)(C)C1 (configuration not stated)	0	-2.1	-1	x	12	6	1	-0.6	-3	-3
COCCOC(=O)C1=C(C)N=C2SCCC(=O)N2C1c1ccc(OC(=O)c2ccco2)cc1 (configuration not stated)	-4	1.0	0	-6	-5	0	2	1.8	-8	-1
C(#Cc1ccc(C#CCN2CCCC2)cc1)CN1CCCC1	4	-0.9	2	-5	5	1	-1	0.0	2	-43
CC(=O)N1CCN=C1SCc1c(F)cccc1Cl	-2	-0.7	2	x	4	1	0	-0.4	5	-3
Cc1ccc(S(=O)(=O)N2CCCCC2)cc1C(=O)NC1CCCCC1	-4	0.0	-1	x	0	-3	1	-0.4	-4	6
CC(C)c1nc(N2CCN(C(=O)c3ccccc3)CC2)c(C#N)c2c1COC(C)(C)C2	-6	0.4	-5	-1	-2	-2	8	0.6	-1	-3
C=CCn1c(N2CCCCCC2)nc2c1c(=O)[nH]c(=O)n2C	-3	-6.7	7	-2	31	8	-1	0.5	-4	1
Cc1cnc(C(=O)OCC(=O)Nc2cc(S(=O)(=O)N3CCCCC3)ccc2Cl)cn1	8	-1.6	-4	0	8	-1	4	0.0	4	16
Cc1ccccc1C(=O)N1CCN(c2ccc(NC(=O)c3ccc4c(c3)OCCO4)cc2)CC1	3	3.1	1	-2	-13	0	4	-0.1	-3	0
COc1ccccc1-c1nnc2sc(COc3ccccc3)nn12	-6	-3.0	-4	9	16	-4	-5	-0.9	-8	-16
COc1cccc(-c2c(C(=O)N/N=C/c3ccncc3)nnn2-c2nonc2N)c1	-4	-2.9	-4	-4	14	6	3	-0.4	0	-23
CCc1ccc(N(CC(=O)Nc2sc3c(c2C(=O)OC)CCCC3)S(C)(=O)=O)cc1	-8	-2.8	-7	-1	14	1	3	1.0	0	20
Cc1cc(C)n(Cc2ccc(C(=O)NCc3ccco3)o2)n1	1	-2.6	6	-3	15	6	4	0.3	-2	-3
CCCn1c(CNS(=O)(=O)c2ccc(C)cc2)nc2ccccc21	-4	0.0	3	-1	0	4	0	1.4	-2	-12
Cc1c(OCC(=O)NC2CC(C)(C)NC(C)(C)C2)ccc2c3c(c(=O)oc12)CCC3	-13	-2.7	4	2	14	-4	-1	-1.8	4	16
CCc1ccc(NC(=O)c2ccc(NC3=NC4CS(=O)(=O)CC4S3)cc2)cc1 (configuration not stated)	-6	-0.3	-1	8	2	1	4	1.1	2	17
CS(=O)(=O)Nc1nc2ccccc2[nH]1	-3	-1.7	-12	-7	8	0	-3	-0.8	-3	-2
CC1CCC(C(C)C)C(=O)/C1=C\c1ccc(NC(=O)CCC(=O)O)cc1 (configuration not stated)	0	-2.4	-5	-3	12	-4	-6	0.5	1	11
CC(C)(C)NS(=O)(=O)c1ccc(NC(=O)NC2CCCCC2)cc1	-4	-0.3	2	-3	2	0	8	5.3	-3	-6
COc1ccc(CC(=O)OCc2cc3ccccc3[nH]c2=O)cc1	-7	-2.2	-3	-2	12	2	-1	4.1	3	-7
O=C(NN1C(=O)c2ccccc2NC1c1ccco1)c1ccc([N+](=O)[O-])cc1 (configuration not stated)	-2	3.6	8	x	-19	-5	3	-1.2	-7	9
CCOC(=O)c1ccc(N2C(=O)CC(C(=O)OC)=C2C)cc1	2	-0.6	-3	-5	4	-1	0	0.7	-6	-10
CCOC(=O)C1=C(C)NC(C)=C(C(=O)OCC)C1C(=O)OCC(=O)NCc1ccco1	-3	-0.7	6	-1	3	0	4	-1.5	-4	1
O=C(CNS(=O)(=O)c1ccc(C(=O)N2CCOCC2)cc1)N1CCOCC1	-8	-1.4	5	1	8	0	-3	-0.3	-5	8
O=C(CN1C(=O)S/C(=C\c2ccc(O)cc2)C1=O)c1ccccc1	1	3.7	11	2	-21	2	1	-0.4	0	-6
CC(=O)c1ccc[n+](CC(=O)NC(C)c2ccccc2)c1 (configuration not stated)	0	-3.7	2	9	17	-5	1	2.5	-5	19
CCCC(C(=O)NC1CCCC1)N(C(=O)Cn1nnc(-c2ccc(C)o2)n1)c1cccc(O)c1 (configuration not stated)	-2	-1.0	-5	4	6	1	-4	0.2	-3	10
Cc1ccnc(NCc2ccc(Br)cc2)c1	4	-3.0	0	-3	13	-2	0	-1.5	1	7
Cc1cc(=O)c(C(=O)O)cn1Nc1ccc(F)cc1	2	-2.7	7	-14	15	0	-4	0.9	-3	-7
Cc1ccc(S(=O)(=O)Nc2ccccc2F)cc1C(=O)OC(C)C(=O)N1CCOCC1 (configuration not stated)	-8	0.5	0	-5	-3	5	7	-0.8	2	-14
Clc1cc(Cl)cc(Nc2ncnc(-n3cccc3)n2)c1	x	x	x	-5	x	x	0	2.4	5	x
Nc1cc(=O)[nH]c(SCC(=O)Nc2cccc([N+](=O)[O-])c2)n1	-13	-1.7	4	-3	9	1	-2	0.6	3	-18
Cc1ccnc(NC(=O)c2cccc(S(=O)(=O)N3CCN(c4ccccc4)CC3)c2)c1	-1	-1.2	-10	-3	6	-1	1	-0.3	3	3
CC(CCc1ccccc1)NC(=O)COC(=O)c1ccc(F)cc1 (configuration not stated)	-8	-1.9	-1	-6	9	1	5	2.4	-8	-4
CCOC(=O)C(C)Sc1nc(-c2cccs2)ccc1C#N (configuration not stated)	1	1.8	-5	-2	-10	3	2	-1.1	-1	6

Whole records, looked up by structure. Order of values: RTF Ca sens inh	MOR-DOR ag	cardiac RTF act	CAL-PDZ inh HTS	MOR-DOR inv ag	HTR5A ag ctr	V-ATPase pHluor	C-LANA FP	Keap1 Nrf2 FP	HTR5A inv ctr
CC(CCc1ccccc1)NC(=O)COC(=O)c1ccc(F)cc1 (configuration not stated) as listed: -8	-1.9	-1	-6	9	1	5	2.4	-8	-4
Cc1ccc(S(=O)(=O)Nc2ccccc2F)cc1C(=O)OC(C)C(=O)N1CCOCC1 (configuration not stated) as listed: -8	0.5	0	-5	-3	5	7	-0.8	2	-14
Cc1ccnc(NCc2ccc(Br)cc2)c1 as listed: 4	-3.0	0	-3	13	-2	0	-1.5	1	7
CC(=O)c1ccc[n+](CC(=O)NC(C)c2ccccc2)c1 (configuration not stated) as listed: 0	-3.7	2	9	17	-5	1	2.5	-5	19
CCOC(=O)C(C)Sc1nc(-c2cccs2)ccc1C#N (configuration not stated) as listed: 1	1.8	-5	-2	-10	3	2	-1.1	-1	6

Next part:
SMILES	RTF Ca sens inh	MOR-DOR ag	cardiac RTF act	CAL-PDZ inh HTS	MOR-DOR inv ag	HTR5A ag ctr	V-ATPase pHluor	C-LANA FP	Keap1 Nrf2 FP	HTR5A inv ctr
COCCN(C(=O)c1ccc(NC2CC2)c([N+](=O)[O-])c1)c1c(N)n(CC(C)C)c(=O)[nH]c1=O	-3	-0.6	2	0	2	1	3	-0.1	-4	-3
O=C(Nc1cccc2ncccc12)c1ccccc1F	-12	-1.1	-5	-3	5	0	3	0.5	-1	0
Fc1ccc(Nc2ccnc(C(F)(F)F)c2)cc1	2	-3.1	-8	-3	14	1	0	-0.8	-2	-5
CCOc1ccc(N2CC(C(=O)Nc3ccccc3F)CC2=O)cc1 (configuration not stated)	-4	-2.2	5	-5	13	2	-1	-0.1	-1	11

Compounds as they come; overall some 2.8% were active at least once.
